BaF3 parental: parental Ba/F3 cell viability inhibition, counter-screen for JAK2V617F inhibitor project, murine pro-B, CellTiter-Glo luminescence; CellTiter-Glo ATP luminescence; inhibition, % at 5.6 µM; 1.1% of 220,000 active;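 active means inhibition above a per-campaign cutoff, the mean inhibition of all tested compounds plus 3 SD, cut at about 27% in these data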;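 further: 0% = DMSO wells and 100% = JAK Inhibitor I control wells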
S1P4 antagonist: S1P4 receptor antagonists, primary screen, cell-based; Sphingosine 1-phosphate receptor 4 (Homo sapiens), O95977; S1P4-expressing cells, antagonist mode, reporter read-out; inhibition, % at 4.98 µM; 0.26% of 220,000 active; AID 1510, 2009; in the data active means inhibition above about 29%;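 further: 0% = wells stimulated with agonist and 100% = vehicle wells without agonist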
PERK inhibitor: block of dimerizer-induced PERK translation repression, primary screen, PERK inhibitor project, CHO PERK-DD cells, SEAP luminescence, HTS | 0.17% of 220,000 active | inhibition, % at 5.6 µM | CHO PERK-DD fusion, SEAP luminescence translation reporter | Eukaryotic translation initiation factor 2-alpha kinase 3 (Homo sapiens), Q9NZJ5 | AID 1416, 2008;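 active means inhibition above the mean inhibition of all tested compounds plus 3 SD, set separately per screening campaign, cut at about 2.9% in these data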;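 further: PERK kinase domain activated by AP20187 dimerizer at 100 nM; 0% = DMSO with dimerizer and 100% = rapamycin at 8.4 µM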
MDM2 E3 inh: MDM2-luciferase reporter signal enhancers, primary screen, MDM2 E3 ligase inhibitor project, cell-based, luminescence, 1536-well; E3 ubiquitin-protein ligase Mdm2 (Homo sapiens), Q00987; cell-based MDM2 ubiquitination luciferase reporter, 2 h; 0 = plate control, 100 = twice control, blank-subtracted; 0.11% of 210,000 active; signal enhancement, % at 5 µM;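 active means signal enhancement of 30% or more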;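 further: luminescence tracks abundance of the self-degrading MDM2-luciferase fusion protein; higher signal means inhibition of MDM2 E3 ligase activity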
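Material: Stable MDM2–luciferase fusion reporter cells | Amount: 2000 cells seeded into each well | Dosing: One concentration, 5 µM, with 0.2% DMSO | Incubation: 4 h cell settling then 2 h compound exposure, 37 °C | Measured by: Luciferase luminescence | Read-out basis: % enhancement relative to plate controls after blank subtraction | Benchmarks: Control and blank well means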
Ba/F3 V617F tox: reduced viability of JAK2V617F-dependent Ba/F3 cells, primary screen, JAK2V617F inhibitor project, cell-based, Ba/F3 EpoR-JAK2V617F, luminescence; ATP luminescence; inhibition, % at 5.6 µM; 1.1% of 220,000 active;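 active means inhibition above the campaign mean plus 3 SD over all tested compounds, cut at about 24% in these data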;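 further: cytokine-independent growth of Ba/F3 cells driven by EpoR plus mutant JAK2; 0% = DMSO-treated cells and 100% = JAK inhibitor I control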
NPY-Y2 PAM-ag: NPY-Y2 potentiators or agonists, primary screen, cell-based; Neuropeptide Y receptor type 2 (Homo sapiens), P49146; cells expressing NPY-Y2, potentiator/agonist read-out; activation, % at 3.6 µM; AID 1359, 2008; 0.45% of 220,000 active; in the data active means activation above about 27%;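 further: cells stimulated with NPY near EC25 plus isoproterenol at EC100; 0% = vehicle plus submaximal agonist and 100% = vehicle plus saturating agonist; some results beyond the cut were filed as inactive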
S1P4 ag: S1P4 receptor agonists, primary screen, cell-based; S1P4-expressing cell line, agonist reporter assay; Sphingosine 1-phosphate receptor 4 (Homo sapiens), O95977; 0.35% of 220,000 active; AID 1509, 2009; activation, % at 4.98 µM; in the data active means activation above about 11%;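 further: 0% = DMSO vehicle and 100% = reference agonist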
Wee1 stabilizer: Wee1 degradation inhibitors, primary screen, cell-based, HeLa, Wee1K328M-luciferase, luminescence; AID 1321, 2008; 1.2% of 220,000 active; Wee1-like protein kinase (Homo sapiens), P30291; reporter increase, % at 5 µM; HeLa Luc-Wee1K328M stability; 100% = proteasome inhibitor MG132 effect;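 active means activation above the mean of all tested compounds plus 3 SD, set per screening run, cut at about 8.8% in these data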;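 further: cells exposed to compound for 20 h before luminescence read; 0% = DMSO alone and 100% = MG132 at 30 µM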
eIF4E-4G inh: eIF4E–eIF4G protein interaction inhibitors, primary screen, biochemical, uHTS, TR-FRET, eIF4GI fragment. TR-FRET eIF4E-eIF4GI(517-606) binding, 2 h. inhibition, % at 21.7 µM. 0.37% of 220,000 active. AID 782, 2007;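 active means inhibition above about 30%, limit read from the data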;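 further: 0% = full FRET control wells and 100% = background wells lacking eIF4GI fragment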
Target sequence (P63073 whole entry, looked up, the tested form may be a part): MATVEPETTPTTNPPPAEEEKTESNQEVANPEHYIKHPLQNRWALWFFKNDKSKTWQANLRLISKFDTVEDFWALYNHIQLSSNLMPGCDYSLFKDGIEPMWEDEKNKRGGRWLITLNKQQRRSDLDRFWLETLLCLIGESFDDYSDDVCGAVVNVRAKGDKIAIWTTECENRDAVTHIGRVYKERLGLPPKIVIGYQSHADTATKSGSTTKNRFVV
Target sequence (Q04637 whole entry, looked up, the tested form may be a part): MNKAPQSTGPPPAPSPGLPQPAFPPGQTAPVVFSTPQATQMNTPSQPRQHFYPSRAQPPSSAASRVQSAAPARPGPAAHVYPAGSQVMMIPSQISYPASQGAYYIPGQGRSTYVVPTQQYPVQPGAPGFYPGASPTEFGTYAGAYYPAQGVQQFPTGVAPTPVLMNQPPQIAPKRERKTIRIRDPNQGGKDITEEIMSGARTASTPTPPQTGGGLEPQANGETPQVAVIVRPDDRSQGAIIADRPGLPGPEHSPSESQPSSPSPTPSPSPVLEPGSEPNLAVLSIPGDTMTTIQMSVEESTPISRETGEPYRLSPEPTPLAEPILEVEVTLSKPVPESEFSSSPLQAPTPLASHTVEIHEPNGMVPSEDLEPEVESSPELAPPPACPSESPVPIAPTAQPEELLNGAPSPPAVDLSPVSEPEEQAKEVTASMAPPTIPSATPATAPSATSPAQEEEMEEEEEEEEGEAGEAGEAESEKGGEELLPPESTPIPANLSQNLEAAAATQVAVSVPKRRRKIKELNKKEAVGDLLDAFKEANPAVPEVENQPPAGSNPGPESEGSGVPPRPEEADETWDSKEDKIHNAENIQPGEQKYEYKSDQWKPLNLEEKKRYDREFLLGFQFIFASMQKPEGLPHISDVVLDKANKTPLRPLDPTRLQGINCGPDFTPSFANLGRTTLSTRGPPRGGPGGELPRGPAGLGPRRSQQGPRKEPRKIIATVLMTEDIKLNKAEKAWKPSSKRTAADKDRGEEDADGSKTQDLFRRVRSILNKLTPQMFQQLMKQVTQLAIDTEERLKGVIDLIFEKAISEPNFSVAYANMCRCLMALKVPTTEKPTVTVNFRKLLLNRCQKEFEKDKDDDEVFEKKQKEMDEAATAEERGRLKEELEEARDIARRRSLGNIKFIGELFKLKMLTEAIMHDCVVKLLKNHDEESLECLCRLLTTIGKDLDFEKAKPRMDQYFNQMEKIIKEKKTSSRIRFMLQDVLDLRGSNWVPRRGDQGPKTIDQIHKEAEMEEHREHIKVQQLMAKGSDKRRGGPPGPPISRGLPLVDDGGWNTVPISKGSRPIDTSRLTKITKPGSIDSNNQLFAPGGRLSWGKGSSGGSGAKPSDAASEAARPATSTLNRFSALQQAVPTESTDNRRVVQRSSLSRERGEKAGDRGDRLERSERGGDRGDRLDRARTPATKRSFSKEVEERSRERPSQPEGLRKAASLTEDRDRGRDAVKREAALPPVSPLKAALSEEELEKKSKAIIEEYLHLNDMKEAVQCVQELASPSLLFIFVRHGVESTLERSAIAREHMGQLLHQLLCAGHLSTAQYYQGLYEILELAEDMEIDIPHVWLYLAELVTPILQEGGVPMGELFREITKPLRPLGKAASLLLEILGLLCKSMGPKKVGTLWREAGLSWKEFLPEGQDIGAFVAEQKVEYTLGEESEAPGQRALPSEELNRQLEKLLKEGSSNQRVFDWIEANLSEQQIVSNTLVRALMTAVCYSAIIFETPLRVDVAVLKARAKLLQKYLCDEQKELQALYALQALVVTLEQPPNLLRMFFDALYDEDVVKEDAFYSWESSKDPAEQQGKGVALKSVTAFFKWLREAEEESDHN
Active calls of the source: *; nt = not tested or not shown; [ ] = dose if it differs, or a comment.

SMILES | BaF3 parental | S1P4 antagonist | PERK inhibitor | MDM2 E3 inh | Ba/F3 V617F tox | NPY-Y2 PAM-ag | S1P4 ag | Wee1 stabilizer | eIF4E-4G inh
Cc1n[nH]c(=O)n1-c1ccc(OC(F)(F)F)cc1 | -1 | -17 | 1.9 | -2 | 0 | 2 | 0.4 | -3 | 5
O=C(Nc1ccn(Cc2ccc(F)cc2)n1)c1ccncc1 | 10 | 10 | 1.0 | -3 | 4 | 4 | 1.4 | -2 | -9
COC(=O)c1ccccc1NC(=S)N(C)C | 0 | 2 | 0.7 | -10 | -1 | 2 | 0.3 | 0 | -3
CCOC(=O)C1(CCCc2ccccc2)CCN(Cc2nccn2CC)CC1 | 6 | -27 | 0.5 | -7 | 3 | -28 | 1.9 | -2 | -1
CC1CCC2C(C1)Nc1c(C(=O)O)cccc1C2(C)C (centres undefined) | 5 | -2 | 0.8 | -4 | -1 | 2 | 0.4 | -2 | 5
CCOC(=O)N1CCN(S(=O)(=O)c2ccc(C(=O)Nc3nnc(CC)o3)cc2)CC1 | 5 | -21 | 0.4 | 0 | -2 | 20 | 2.0 | 1 | 3
CC(C)C(c1nnnn1Cc1ccccc1)N1CCN(Cc2ccc3c(c2)OCO3)CC1 (centres undefined) | 1 | -1 | 0.2 | -28 | -1 | 13 | 2.4 | -3 | 8
O=S(=O)(c1ccccc1C(F)(F)F)N1CCC(n2cnc3ccccc32)CC1 | 7 | 3 | -0.6 | -8 | 3 | -4 | -1.1 | 1 | -3
Cc1ccc(C(=O)N2CCN(c3ccc(NC(=S)NC(=O)c4cccs4)cc3)CC2)cc1 | 3 | 4 | 1.4 | -5 | 2 | 10 | -2.7 | 2 | -8
CCn1cc(C(=O)O)c(=O)c2cnc(N3CCN(C(=S)Nc4ccccc4)CC3)nc21 | -3 | -86 | 0.9 | -9 | -6 | 14 | -0.7 | 2 | -9
CSCC[C@H](NC(=O)c1ccc(Cl)c(S(=O)(=O)N2CCCC2)c1)c1nc2ccccc2[nH]1 | 3 | -12 | 1.2 | 14 | 1 | -3 | -0.3 | 3 | -3[fluorescence artefact?]
C(=C\c1ccccc1)/CSc1ccccn1 | 2 | 12 | 0.8 | -13 | 0 | 1 | -0.1 | 9.2* | -1
COC(=O)c1cc(C(=O)OCC(=O)Nc2cc(C)on2)cc([N+](=O)[O-])c1 | 1 | 7 | -0.5 | -12 | 0 | 13 | -0.7 | 1 | 8
CCOC(=O)N1CCN(c2c(NCCc3ccccc3)c(=O)c2=O)CC1 | 8 | 1 | 1.3 | -18 | 3 | -1 | 1.9 | -1 | 5
CC(=O)c1ccc(NC(=O)/C=C/c2ccc(C)cc2)cc1 | 1 | -15 | 0.2 | 3 | -6 | 3 | 0.5 | -2 | 12
Cc1ccnc(NC2CCCCC2)c1 | -3 | 3 | 1.6 | -23 | -2 | -10 | 1.6 | 0 | 3
CCOCCCn1c(SC(C(=O)Nc2cc(C)ccc2C)c2ccccc2)nnc1-c1ccc(Cl)cc1 (centres undefined) | 3 | -16 | 1.4 | 4 | -2 | 9 | 1.4 | 0 | 20
COc1ccc(OCc2nnc(SCC(=O)NNC(=O)c3ccc(C)cc3)n2C)cc1 | 7 | -18 | 1.6 | -6 | -3 | 3 | 0.5 | 2 | 0
COc1ccc(-n2c(=O)cc(N3CCN(c4ccccc4OC)CC3)[nH]c2=O)cc1 | 5 | -28 | -0.1 | -3 | 4 | 14 | 0.9 | 0 | 3
CCn1c(CCNC(=O)c2cccs2)n[nH]c1=S | 4 | -30 | 1.0 | -11 | 0 | -4 | -0.6 | -1 | 0
CCN(CC)CCSc1nc2ccc(OC)cc2[nH]1 | 3 | -6 | 0.9 | -5 | -4 | -12 | 1.4 | -3 | 5
Cc1ccc(C(CC(=O)O)Nc2nc(N3CCCCC3)nc(N3CCCCC3)n2)cc1 (centres undefined) | 1 | 1 | 0.2 | -13 | 3 | -21 | 1.5 | -2 | 1
Oc1[nH]c2ccccc2c1N=Nc1nncc2ccccc12 | 3 | 15 | -0.6 | -24 | 0 | 13 | 1.3 | 0 | -3
CCc1ccc(NC(=O)c2noc3c2CCCCC3)cc1 | 5 | -6 | 0.3 | -15 | -1 | 7 | -0.4 | -2 | -1[fluorescence artefact?]
CCOC(=O)C1(C(F)(F)F)N=C(c2ccccc2F)OC(N(C)C)=N1 (centres undefined) | -2 | 13 | 0.1 | -7 | -2 | -4 | 1.6 | 1 | -2
O=C1COc2ccc(-c3csc(NCCc4ccccc4)n3)cc2N1 | 1 | -15 | 0.1 | -21 | 0 | 0 | 0.0 | 2 | 0
Cc1cc(N)n2ncc(-c3cccc(Br)c3)c2n1 | 3 | -4 | 0.5 | -13 | 0 | 21 | -1.1 | 5 | 10
Cc1cc(=O)[nH]c(N/N=C/c2cc(C)n(CC(F)(F)F)c2C)n1 | 32* | 4 | -0.2 | 6 | 76* | -9 | -1.4 | -1 | -3
Cc1ccc(N2CCN(C(=O)Nc3cccc([N+](=O)[O-])c3)CC2C)cc1 (centres undefined) | 6 | -20 | 1.8 | -4 | 0 | 10 | -0.2 | 1 | -1
O=C(O)C1=C(C(=O)Nc2ccc(F)c(Cl)c2)CCCC1 | 6 | 3 | -0.3 | -3 | 3 | -6 | 0.7 | 1 | 6

Quoted from the entries so far for reference:
SMILES | BaF3 parental | S1P4 antagonist | PERK inhibitor | MDM2 E3 inh | Ba/F3 V617F tox | NPY-Y2 PAM-ag | S1P4 ag | Wee1 stabilizer | eIF4E-4G inh
Cc1ccc(C(CC(=O)O)Nc2nc(N3CCCCC3)nc(N3CCCCC3)n2)cc1 (centres undefined) | 1 | 1 | 0.2 | -13 | 3 | -21 | 1.5 | -2 | 1
Oc1[nH]c2ccccc2c1N=Nc1nncc2ccccc12 | 3 | 15 | -0.6 | -24 | 0 | 13 | 1.3 | 0 | -3
CCc1ccc(NC(=O)c2noc3c2CCCCC3)cc1 | 5 | -6 | 0.3 | -15 | -1 | 7 | -0.4 | -2 | -1[fluorescence artefact?]

(continued)
SMILES | BaF3 parental | S1P4 antagonist | PERK inhibitor | MDM2 E3 inh | Ba/F3 V617F tox | NPY-Y2 PAM-ag | S1P4 ag | Wee1 stabilizer | eIF4E-4G inh
CCOC(=O)Nc1ccc2c(c1)nc(CN1CCN(C(C)=O)CC1)n2C | 3 | -4 | -0.3 | -7 | 3 | -4 | 2.2 | -1 | 0
Cn1cc([C@@H]2C[C@H]3CN(C4CCCC4)C(=O)[C@]34CCCN24)c(-c2ccccc2)n1 | 2 | -12 | 0.2 | 5 | -1 | -8 | 0.8 | -2 | 1
COc1ccc(/C(N)=N/OC(=O)c2cccs2)cc1OC | 10 | -7 | 0.1 | -3 | -1 | 13 | 0.7 | 2 | 0
Cc1ccc(C(=O)c2ccccc2C(=O)OCC(=O)NC(C)(C)C)cc1 | 7 | 2 | 0.2 | -34 | 2 | -12 | 0.5 | -1 | 1
Cc1ccc(OCC(=O)N2N=C(c3cccnc3)CC2(O)C(F)(F)F)cc1C (centres undefined) | 7 | -10 | 0.4 | -13 | 0 | 17 | -1.3 | -1 | 3
CC(/C=C1\SC(=Nc2cccnc2)NC1=O)=C\c1ccccc1 | 3 | 11 | 1.2 | -9 | -8 | -2 | -0.8 | 4 | -9
COCCn1c(-c2cccc([N+](=O)[O-])c2)nc2c1c(=O)[nH]c(=O)n2Cc1ccccc1 | 3 | -9 | -0.3 | -1 | -2 | -13 | 1.7 | 1 | -2
CCOCCCNC(=O)C(C)NS(=O)(=O)c1ccc(C)cc1 (centres undefined) | 5 | -4 | 0.1 | -5 | 0 | 3 | -1.1 | 0 | 4
CCOc1ccccc1C(=O)N1CCC(n2nnc3cc(C)ccc32)CC1 | 0 | -6 | -0.7 | -9 | -5 | 6 | -3.5 | 5 | -10
COc1ccc(N2CCN(c3oc(-c4ccccc4OC)nc3C#N)CC2)cc1 | 1 | -3 | 0.3 | -9 | 0 | -42 | 1.2 | -2 | 0
O=C(NCC(=O)N(Cc1cccs1)C(C(=O)NC1CCCC1)c1ccncc1)c1ccco1 (centres undefined) | 3 | -3 | 0.3 | 4 | 1 | -4 | 0.7 | 6 | 5
CCCCOC(=O)C(C)c1c(C)[nH]c(=S)[nH]c1=O (centres undefined) | 0 | -3 | 0.7 | -7 | -1 | -23 | -0.6 | -1 | -3
Cc1ccc(Sc2nc3c(c(=O)[nH]c(=O)n3C)n2CCc2ccccc2)cc1 | 1 | -14 | 0.0 | -24 | -2 | -10 | 1.9 | 1 | -1
O=C(NCc1ccccc1)c1cccc(NC(=O)c2ccco2)c1 | 4 | -19 | -0.6 | 10 | 0 | -2 | 1.4 | -1 | -1
CCOC(=O)c1c(C)n(C)c2cc([N+](=O)[O-])c(O)c([N+](=O)[O-])c12 | 2 | 9 | 0.3 | -14 | 3 | -8 | -2.2 | 0 | 5
COC(=O)C1C(c2ccc(OC)cc2)NC(=O)NC1(O)C(F)(F)Cl (centres undefined) | 2 | -4 | 0.8 | -27 | -5 | 0 | 0.7 | -1 | -3
CC1(CCC#N)N=C(SCCC#N)N(c2ccccc2)C1=O (centres undefined) | 12 | -6 | 0.8 | -19 | 6 | 4 | 0.8 | 0 | 2[fluorescence artefact?]
S=c1[nH]c2cc3c(cc2[nH]1)OCCO3 | 1 | -7 | 1.2 | -11 | -1 | -20 | 1.0 | 2 | -6
Clc1cc2c(c(Cn3cnc4ccccc43)c1)OCOC2 | 0 | -6 | 0.4 | -21 | -3 | 10 | -0.4 | 0 | 2
Cc1cc(C)n(CC(=O)N/N=C/c2ccc3c(c2)OCO3)n1 | 2 | -2 | 0.3 | 0 | 1 | -9 | 0.5 | 1 | -5[fluorescence artefact?]
COc1ccc(CN2CCCCC2C(=O)Nc2ccc(OC)c(OCC(C)C)c2)cc1OC (centres undefined) | 7 | 3 | 0.3 | nt | 1 | -7 | 0.7 | 1 | 0
CSc1ccc(CN2CCC(C(=O)NCc3ccc(C)cc3)CC2)cc1 | 12 | -6 | 0.4 | 0 | 2 | -25 | 0.0 | 0 | 3
Cc1ccc(NS(=O)(=O)c2cc(C(=O)N3CCN(C)CC3)ccc2C)cc1 | 4 | 4 | -0.6 | -16 | 1 | 3 | -1.8 | 2 | -1[fluorescence artefact?]
CCOC(=O)C1CCN(C(=O)CNS(=O)(=O)c2cccs2)CC1 | 11 | -10 | 0.5 | -2 | 4 | 2 | 0.0 | -2 | -5[fluorescence artefact?]
CCOc1ncccc1C(=O)N1CCN(c2cccc(C)c2C)CC1 | 81* | 10 | -0.9 | -2 | 81* | -22 | -0.5 | -1 | 2
CCCCc1ccc(NC(=S)NCCc2ccc(F)cc2)cc1 | 6 | -3 | 0.4 | -10 | 2 | -16 | 0.8 | 0 | -2

High-throughput results deposited in PubChem BioAssay by several laboratories.
